Compound activity deposited in PubChem by several laboratories.
STAT3 activator: IL-6 driven STAT3 reporter potentiators, primary screen, U3A cells, luciferase, luminescence, MLSCN library | IL-6 STAT3-luciferase reporter; 100% = signal with IL-6 EC80 alone | AID 871, 2007 | activation (% of control), % at 5.6 µM | actives 0.91% (n = 190,000);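 active means activation above the screen-wide mean of compound activation plus 3 SD, cut at about 130% in these data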;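 further: 0% = background luminescence of wells with medium and substrate only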
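Material: human STAT1-deficient U3A cells with stable STAT3-luciferase reporter / Probe or stimulus: IL-6 stimulus at 33 ng/mL final / Schedule: 1 h compound pre-exposure, 6 h IL-6 stimulation, 37 °C / Technique: luminescence / Read-out basis: percent of IL-6-only median luminescence / Control set: IL-6-only high control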
ROMK primary: ROMK potassium channel modulators, primary screen, cell-based, thallium flux, MLSMR library | Tet-inducible ROMK, thallium flux fluorescence; actives lie on both sides | B-score at 10 µM | actives 2% (n = 130,000) | AID 1918, 2009;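 active means signal ratio slope over the read window, or its plate-corrected B-score, at least 3 SD from the plate mean, either direction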;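 further: B-score of the F/F0 ratio slope over 7 to 12 s after thallium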
S1P3 antagonist: S1P3 receptor antagonists, primary screen, cell-based; inhibition, % at 4.98 µM; CHO S1P3 NFAT-BLA reporter, FRET fluorescence, antagonist mode; actives 0.27% (n = 170,000); AID 485, 2006;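 active means inhibition above the plate cutoff, the mean inhibition of test wells on that plate plus 3 SD, cut at about 28% in these data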;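 further: cells challenged with S1P at its EC80 of 0.8 µM; blue over green emission ratio from cleaved BLA substrate after 4 h stimulation; 0% = S1P-stimulated wells and 100% = unstimulated DMSO-only wells; some compounds past the cut are filed as inactive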
TR-FRET SRC-2 ct: TR-FRET signal artefacts, primary screen, artefact control for PPARgamma SRC-2 agonist project, biochemical; TR-FRET artefact counter-screen; active compounds read high; TR-FRET ratio at 8 µM; actives 0.4% (n = 200,000); in the data active means TR-FRET ratio above about 2000; further: inactives centre near 1500
TLR4 MyD88 comp: inhibitors of TLR4-MyD88 association in cells, primary screen, cell-based, HeLa CL3-4, BLA complementation, FRET ratio; HeLa CL3-4 TLR4/MyD88 BLA complementation; inhibition, % at 8.4 µM; actives 0.18% (n = 200,000); AID 861, 2007; in the data active means inhibition above about 25%;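 further: 0% = vehicle and 100% = reference inhibitor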
Target sequence (O00206 whole entry, looked up): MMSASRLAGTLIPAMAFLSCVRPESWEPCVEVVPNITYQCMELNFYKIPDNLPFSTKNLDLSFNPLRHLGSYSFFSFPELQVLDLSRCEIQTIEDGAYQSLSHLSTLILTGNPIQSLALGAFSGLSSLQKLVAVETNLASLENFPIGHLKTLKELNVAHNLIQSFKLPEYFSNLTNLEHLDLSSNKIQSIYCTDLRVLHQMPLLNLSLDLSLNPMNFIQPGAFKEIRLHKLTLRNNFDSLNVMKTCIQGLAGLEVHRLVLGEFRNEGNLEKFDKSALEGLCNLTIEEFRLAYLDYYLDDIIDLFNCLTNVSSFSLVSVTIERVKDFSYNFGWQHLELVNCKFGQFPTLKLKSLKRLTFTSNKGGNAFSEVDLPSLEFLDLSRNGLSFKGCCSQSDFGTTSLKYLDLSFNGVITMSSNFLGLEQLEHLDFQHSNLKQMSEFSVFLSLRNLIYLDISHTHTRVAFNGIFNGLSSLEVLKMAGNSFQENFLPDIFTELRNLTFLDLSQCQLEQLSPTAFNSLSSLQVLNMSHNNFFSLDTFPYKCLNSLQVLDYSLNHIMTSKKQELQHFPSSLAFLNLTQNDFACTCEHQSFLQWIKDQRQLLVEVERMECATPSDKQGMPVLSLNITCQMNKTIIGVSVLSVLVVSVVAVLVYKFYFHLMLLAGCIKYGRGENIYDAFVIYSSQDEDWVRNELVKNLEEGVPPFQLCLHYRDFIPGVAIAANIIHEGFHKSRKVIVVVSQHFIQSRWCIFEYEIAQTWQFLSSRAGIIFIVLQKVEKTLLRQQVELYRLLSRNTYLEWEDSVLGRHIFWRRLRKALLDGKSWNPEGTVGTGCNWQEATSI
Target sequence (Q99836 whole entry, looked up): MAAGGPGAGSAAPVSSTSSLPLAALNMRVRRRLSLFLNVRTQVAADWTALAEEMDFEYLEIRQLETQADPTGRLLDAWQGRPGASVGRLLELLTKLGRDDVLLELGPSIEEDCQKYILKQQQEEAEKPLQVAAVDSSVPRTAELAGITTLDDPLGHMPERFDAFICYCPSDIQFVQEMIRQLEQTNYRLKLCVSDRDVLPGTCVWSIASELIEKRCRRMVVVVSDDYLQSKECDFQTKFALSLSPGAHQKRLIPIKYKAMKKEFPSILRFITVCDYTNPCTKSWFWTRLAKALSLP
PPARg SRC-3 ag: PPARgamma agonists recruiting SRC-3 coactivator, primary screen, biochemical; Peroxisome proliferator-activated receptor gamma (Homo sapiens), P37231; biochemical PPARgamma/SRC-3 coactivator recruitment assay; activation, % at 8 µM; actives 0.26% (n = 200,000); AID 731, 2007; in the data active means activation above about 23%;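 further: 0% = DMSO and 100% = reference agonist; some compounds past the cut are filed as inactive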
STAT3 blocker: IL-6 driven STAT3 reporter inhibitors, primary screen, U3A cells, luciferase, luminescence, MLSCN library; IL-6 STAT3-luciferase reporter; host cell line lacks STAT1; inhibition, % at 5.5 µM; actives 0.89% (n = 190,000); AID 862, 2007;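 active means inhibition above the mean inhibition across all screened compounds plus 3 SD, cut at about 44% in these data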;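 further: 0% = DMSO only wells and 100% = 100 µM nifuroxazide control wells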
STAT1 blocker: STAT1 signaling inhibitors, primary screen, cell-based, HTS, luciferase reporter; actives 0.35% (n = 200,000); inhibition, % at 5.5 µM; NIH 3T3 STAT1-luciferase reporter, IFN-gamma, luminescence;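 active means inhibition above a set limit, the mean inhibition across all tested compounds plus 3 SD, cut at about 34% in these data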;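 further: 0% = IFN-gamma with DMSO and 100% = IFN-gamma with 300 µM nifuroxazide; values of inactives mirror those of a sister screen read the other way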
RAM network inh: inhibitors of the yeast RAM network, primary screen, dse1pr::URA3 reporter, 5-FOA selection. S. cerevisiae dse1pr::URA3 reporter, 5-FOA growth OD615, 2 d; analog-sensitive cbk1-as2 kinase mutant strain. inhibition, % at 50 µM. actives 1.8% (n = 190,000). AID 868, 2007;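 active means inhibition above a set limit, 3 SD over mean compound inhibition, cut at about 8.4% in these data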;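 further: 0% = DMSO-only wells with no growth and 100% = 10 µM 1-NA-PP1 full growth; inhibition rescues growth on 5-FOA so higher OD means more RAM inhibition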
PPARg SRC1 recr: PPARgamma agonists recruiting SRC-1 coactivator, primary screen, biochemical | Peroxisome proliferator-activated receptor gamma (Homo sapiens), P37231 | PPARgamma-SRC-1 coactivator recruitment biochemical assay | activation, % at 8 µM | actives 0.41% (n = 200,000) | AID 631, 2007; in the data active means activation above about 19%;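 further: 0% = DMSO and 100% = reference agonist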
PPARg SRC-2 ag: agonists of PPARg-SRC-2 recruitment, primary screen, biochemical, HTS. actives 0.34% (n = 200,000). Peroxisome proliferator-activated receptor gamma (Homo sapiens), P37231. PPARgamma LBD-SRC-2 recruitment. AID 1032, 2008. activation, % at 8 µM; in the data active means activation above about 22%;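 further: 0% = vehicle and 100% = reference agonist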
An asterisk follows results filed as active; · = no result given.

SMILES	STAT3 activator	ROMK primary	S1P3 antagonist	TR-FRET SRC-2 ct	TLR4 MyD88 comp	PPARg SRC-3 ag	STAT3 blocker	STAT1 blocker	RAM network inh	PPARg SRC1 recr	PPARg SRC-2 ag
CCOc1cc(N2CCOCC2)c(OCC)cc1NC(=O)CN1C(=O)NC(Cc2ccccc2)C1=O (stereo not drawn)	104	0.42	-7	1632	-6	5	-1	-6	3.9	8	7
CCO[C@H]1OC(C(=O)N2CCN(C)CC2)=C[C@@H](c2ccc(C(F)(F)F)cc2)[C@@H]1CCCO	·	·	2	1540	-3	-6	·	5	0.0	5	-5
COc1cc(NS(=O)(=O)c2ccc(NC(=O)COc3ccc(C)cc3C)cc2)nc(OC)n1	99	·	·	1446	5	8	5	-4	4.8	4	3
COc1ccc(CN2CCC(C(=O)NCCc3ccc(OC)c(OC)c3)CC2)c(OC)c1	100	0.52	·	1481	7	-3	1	0	-0.5	2	7
C#CCNC(=O)C1=C[C@@H](c2cn(C(C)=O)c3ccccc23)C[C@@H](OCCCCO)O1	·	·	-2	1587	-17	1	·	5	0.9	10	5
CC(C)(C)c1ccc(NC(=O)Nc2ccc(OCC(=O)N3CCOCC3)cc2)cc1	95	-1.6	11	1594	5	6	12	-38	1.1	2	9
c1cncc(-c2cccnc2)c1	108	-0.025	-4	1590	-2	4	-6	-5	-0.5	-2	5
COc1ccc(N(CC(=O)Nc2cccc(C(C)=O)c2)S(C)(=O)=O)cc1OC	96	·	-1	1438	-4	3	9	4	0.1	1	0
O=c1[nH]c(Nc2ccccc2)cc2ccccc12	96	-3.3*	-20	1721	-14	6	9	-13	-0.3	9	8
COc1ccc(NC(=O)Cn2cc(S(=O)(=O)Cc3ccccc3)c3ccccc32)c(OC)c1	118	·	0	1596	-4	2	-21	3	4.1	0	-3
CCC(=O)Nc1ccc(/C(C)=N/NC(=O)c2c(-c3ccccc3Cl)noc2C)cc1	92	0.053	-6	1565	5	-5	12	7	2.0	3	9
CC(C)C(=O)Nc1cccc(C(=O)Nc2cc([N+](=O)[O-])ccc2Cl)c1	84	0.32	1	1557	-1	3	23	-3	3.9	-1	5
CCOC(=O)c1[nH]c2ccccc2c1NC(=O)C(CC)CC	96	·	16	1542	-6	3	9	-2	2.5	5	4
CC1Cc2ccccc2N1C(=O)Cc1cccs1 (stereo not drawn)	92	·	19	1461	7	15	13	3	2.1	-2	2
Cc1nc2sc(C(c3cccc(F)c3)N3CCOCC3)c(O)n2n1 (stereo not drawn)	106	·	-38	1589	-14	8	-4	3	2.1	7	1
COc1ccc(OC)c(NC(=O)C(=O)NCc2ccncc2)c1	93	·	4	1783	-6	1	8	-1	-0.2	7	3
COc1ccc(C2=NO[C@@H]3[C@@H]4C[C@@H]([C@H]5C(=O)N(c6ccc7c(c6)OCO7)C(=O)[C@@H]45)[C@H]23)cc1OC	102	·	-25	1564	-5	-2	0	7	0.5	2	-3
COc1ccc(/C=C/C(=O)OCC(=O)c2c(C)[nH]c3ccccc23)cc1OC	98	0.41	-2	1472	7	1	10	0	0.4	-5	-11
Cc1ccc(-n2c(SCC(=O)Nc3ccc4cn[nH]c4c3)nnc2-c2ccco2)cc1	149*	-0.47	-31	1551	-5	9	-54	10	1.8	-9	-7
O=C(c1cccnc1)N1CCN(S(=O)(=O)c2ccc(Cl)cc2)CC1	98	0.33	·	1653	14	-7	6	5	0.5	1	8
COc1ccc2cc(C#N)c(SCC(=O)N3CCCC3)nc2c1	96	-0.56	-11	1646	10	-16	6	-2	2.8	0	9
Cc1ccccc1NC(=S)N(Cc1ccccc1)Cc1cccnc1	88	-0.64	-6	1583	5	-3	21	2	0.0	2	6
Cc1sc2ncnc(NCc3cccs3)c2c1C	64	·	·	1423	-2	4	48*	-11	0.7	9	-6
CCOc1ccccc1NC(=O)Nc1cnccn1	86	·	1	1437	12	3	20	-9	3.3	-2	2
CCc1ccc(NC(=O)C(=O)NCCN2CCN(C(=O)c3ccco3)CC2)cc1	97	-0.017	·	1570	-8	-7	5	-4	-0.4	1	1
Cc1cccc(N2CCN(C(c3ccccc3)c3nnnn3CC3CCCO3)CC2)c1C (stereo not drawn)	104	·	-24	1436	-14	-11	1	6	0.6	-6	8
CCOc1ccc2c(c1)-c1c(ssc1=S)C(C)(C)N2	97	0.46	·	1646	5	3	2	-3	7.7	6	11
CCN(CC)CCNC(=S)NC(=O)c1cn(-c2ccccc2)nc1-c1ccc(OC)cc1	101	-0.4	-19	1839	-11	2	7	-8	-0.3	9	0
CCc1ccccc1NC(=S)N(Cc1cccs1)C1CCCC1	91	-0.47	-17	1414	-16	-7	18	-3	2.7	-5	-1
Cc1ccc(C)c(NC(=O)CSc2nc3ccc(N4C(=O)c5ccccc5C4=O)cc3s2)c1	103	-0.2	-16	1712	3	0	-6	6	3.0	-1	-5
O=C(O)COc1ccc(C(=O)Cc2ccc3c(c2)OCCCO3)c(O)c1	103	·	28	1600	-11	5	2	10	-1.0	12	-1
Cc1scc(C(=O)NNC(=O)CCC(=O)O)c1C	100	-0.37	-17	1374	1	-3	1	0	1.9	2	0
CCc1c(-c2n[nH]c(=S)n2Cc2ccccc2)csc1C	87	·	1	1439	-8	0	18	4	2.7	-11	-5
CS(=O)(=O)N1CCC(C(=O)Nc2ccccc2Sc2ccccc2)CC1	105	·	-14	1394	-10	-2	-4	0	1.4	-6	3
Cc1cc(NC(=O)c2ccc(NC(=O)CC(C)C)cc2)no1	100	·	·	1521	6	6	4	4	2.5	2	6
COc1ccc(OCC(=O)Nc2ccccc2Cl)cc1	86	·	-20	1651	2	1	18	-26	0.6	1	0
O=C(Nc1cccnc1)c1cccc(S(=O)(=O)N2CCCC2)c1	99	-1.2	-10	1809	0	3	7	2	0.0	6	1
CNC(=O)c1c(O)c2cccc3c2n(c1=O)CC3	84	-0.23	-2	1661	15	6	22	-8	·	6	15
O=C(Cn1c(=O)n(CCC(=O)N2CCc3ccccc3C2)c(=O)c2ccccc21)NCC1CCCO1 (stereo not drawn)	96	·	-34	1565	-1	5	11	-3	0.4	6	4
O=C(CN1CCN(c2ccccn2)CC1)N1CCc2ccccc21	103	·	-2	1562	-3	9	2	-3	1.0	12	9
COc1cccc(/C=C/C(=O)OCC(=O)Nc2cccc(S(=O)(=O)N3CCCCC3)c2)c1OC	84	0.19	-10	1596	-5	8	21	14	4.8	4	11
Cn1c(=O)n(Cc2ccco2)c(=N)c2c3c(sc21)CCC3	100	-0.046	-16	1589	12	-10	0	-3	3.4	4	8
CCc1ccc(OCC(=O)Nc2ccc(CN3CCCCC3)cc2)cc1	101	-1.7	4	1637	-6	2	1	0	0.5	5	15
COc1ccc(-c2ccc(-c3noc(-c4ccccc4)n3)c(OC)n2)cc1	88	-0.47	-6	1488	4	2	18	-1	13*	6	-2
Cc1ccccc1Cn1c(=N)n(CC(=O)c2ccco2)c2ccccc21	96	·	-7	1454	8	-5	10	12	1.1	3	0
O=C(/C=C/Nc1ccc(F)c(F)c1)c1ccc(Br)cc1	97	-0.81	-14	1770	-5	3	2	-44	3.6	7	-4
C/C(=N\NC(=O)c1ccc(NS(=O)(=O)c2cccs2)cc1)c1ccc(C(C)(C)C)cc1	108	·	1	1547	5	0	-4	-5	0.3	-1	-3
O=C(CCN1C(=O)S/C(=C\c2ccccc2)C1=O)N1CCOCC1	104	·	·	1389	-6	-11	5	-1	·	3	-4
CCOC(=O)C(C)Sc1nnc(-c2ccccc2O)n1-c1ccc(C)cc1 (stereo not drawn)	99	·	8	1406	4	0	10	2	2.3	4	-7
CCOC(=O)C1CCN(c2c(N3CCN(c4ccccc4OC)CC3)c(=O)c2=O)CC1	104	·	14	1527	6	-3	-4	4	0.1	1	1
O=C1Nc2ccc([N+](=O)[O-])cc2C1(O)N1CCCCC1 (stereo not drawn)	97	·	·	1658	12	0	9	-6	2.7	2	2
O=C(O)CCCCCNc1ncnc2ccc(Br)cc12	99	0.045	-13	1556	10	6	4	-6	-0.2	10	5
CN1/C(=C\C(=O)CSc2nnc(N)s2)C(C)(C)c2ccccc21	93	-0.68	-5	1545	-9	2	9	4	0.1	8	-3
O=C(CSc1nnc(CNc2cccc(Cl)c2)o1)OC1CCCCC1	109	·	·	1416	7	2	-8	-2	7.5	4	-3
COc1ccc(CCNC(=O)CSc2nc3[nH]ncc3c(=O)n2-c2ccccc2Br)cc1OC	100	0.038	-1	1387	-4	-5	1	-7	0.6	-2	-3
CCOC(=O)c1c(-c2ccc(OC)cc2)csc1/N=C/C1C(=O)CCCC1=O	99	0.18	-25	1706	-1	5	8	5	3.6	11	13
CCN(CC(=O)Nc1ccccc1OC)C(=O)Cn1cnc2ccccc2c1=O	93	·	·	1511	3	3	12	7	1.7	6	2
NC(=O)C1(N2CCCCC2)CCN(c2nc(-c3ccc(Br)cc3)cs2)CC1	87	·	·	1624	3	6	19	5	-0.8	7	0
CCCCNC(=O)COC(=O)c1ccc(N(C)C)cc1	107	-0.12	6	1529	4	-1	-2	-12	0.8	2	4
CC(C)N=C(NS(=O)(=O)c1ccc(Br)cc1)c1ccc(Cl)cc1	102	0.14	11	1629	3	-2	3	1	3.8	-3	4
CC1CCC(NC(=O)c2ccc(/C=C3\Oc4ccccc4N(C)C3=O)cc2)CC1 (stereo not drawn)	96	·	-11	1536	0	0	7	-4	2.3	-6	-4
COc1ccccc1CC(=O)Nc1cc(Cl)ccc1O	99	·	·	1779	4	-6	4	4	1.0	1	12
N#Cc1cc2c(nc1SCC(=O)Nc1nccs1)CCCCC2	84	-0.052	38	1635	-5	2	22	-25	6.6	5	10
